# High-throughput results deposited in PubChem by National Center for Advancing Translational Sciences (NCATS).
# HT1080 IDH1KD tx = kills HT-1080 cells with IDH1 knockdown | HT-1080 IDH1 knockdown viability, ATP luminescence, 48 h | AID 686971 | Potency, µM (titrated, usually from 46.1 µM), for the others: at the top dose activity, negative = toxicity, most hits filed as cytotoxic | 2% of 360,000 active;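 also: potency is read from the fitted curve at half-maximal effect; 0% = DMSO wells and -100% = cell-free medium wells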
#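 Luminescent ATP read-out (CellTiter-Glo, 10 min at room temperature) after 48 h compound exposure at 37 °C gave viability of IDH1-knockdown HT-1080 cells. Activity was normalised to DMSO and cell-free wells, then fitted as concentration-response curves.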
# HT1080-NT tox = kills 2HG-producing HT-1080-NT fibrosarcoma cells; 1.6% of 360,000 active; HT-1080-NT fibrosarcoma viability, CellTiter-Glo ATP luminescence, 48 h; Potency, µM (top dose mostly 46.1 µM), for the others: top-dose activity, negative = less viability, hits mostly cytotoxic;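 also: NT is the 2HG producing partner of a matched IDH1 knockdown line; potency is read from the fitted curve at half-maximal effect; 0% = DMSO-treated cells and -100% = media-only wells without cells; nearly all actives have a fitted effect of over 55% in size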
#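 Viability by CellTiter-Glo luminescence after 48 h compound exposure at 37C of HT-1080-NT cells (750/well, RPMI, 5% FBS). % activity scaled between DMSO wells and medium-only wells, then curve-fitted and categorized by curve class.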
# KB-3-1 tox = kills parental KB-3-1 adenocarcinoma cells | KB-3-1 viability, CellTiter-Glo ATP luminescence, 72 h | AID 1347075 | 1.4% of 400,000 active | Potency, µM (titrated, usually from 46.1 µM), for inactives: top-dose activity change, negative = cytotoxic, hits mostly cytotoxic; also: potency is read from the fitted curve at half-maximal effect; % is scaled to controls: 0 for no effect and ±100 for the full control effect; nearly all actives have a fitted effect of over 60% in size
#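 KB-3-1 cells, DMEM (no phenol red) + 10% FBS; compound by pin transfer, 72 h, 37 °C. Readout: CellTiter-Glo luminescence after 10 min. Data normalized, curve-fitted.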
# IL1B secr inh = inhibitors of inflammasome signaling (IL-1 beta secretion); 4.7% of 360,000 active; activity change, % at 57.5 µM; THP-1 LPS/ATP IL-1B secretion, AlphaLISA, 16 h; hits give low values; AID 743279; in the data active = activity change below about -50%; inconclusive = mostly about -30% to -49%; also: % is scaled to controls: 0 for no effect and ±100 for the full control effect
#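 THP-1 cells pretreated 1 hr with compounds (up to 57.5 uM final), then stimulated with LPS (250 ng/mL final) plus ATP (1.25 mM final); secreted IL-1B measured by AlphaLISA after 16 hr, decreased signal indicating inhibition.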
# D3 ag = D3 dopamine receptor (human) agonism; P35462; D3R DiscoveRx beta-arrestin cells, luminescence, 90 min; max activation, %; 0.58% of 410,000 active; AID 652048; in the data active = max activation above about 30%; also: 0% is about no effect; mostly tested at two doses, the higher about 12 µM
# Target sequence (P35462 whole entry, looked up): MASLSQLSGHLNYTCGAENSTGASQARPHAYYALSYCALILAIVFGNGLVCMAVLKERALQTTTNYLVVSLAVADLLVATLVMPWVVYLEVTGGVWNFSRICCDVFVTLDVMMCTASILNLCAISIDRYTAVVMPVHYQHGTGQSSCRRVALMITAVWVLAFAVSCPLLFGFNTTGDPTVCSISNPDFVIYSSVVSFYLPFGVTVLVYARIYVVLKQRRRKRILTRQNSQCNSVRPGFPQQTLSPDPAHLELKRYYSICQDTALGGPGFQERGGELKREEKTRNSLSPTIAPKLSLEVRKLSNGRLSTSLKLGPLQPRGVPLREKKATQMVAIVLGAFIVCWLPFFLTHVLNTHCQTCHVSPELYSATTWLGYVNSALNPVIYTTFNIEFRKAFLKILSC
#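 Agonist-mode cell screen: cells plated at 1500/well and incubated overnight at 37 °C, then exposed to library compounds for 90 min at 37 °C. Detection reagent was added for 30–60 min at room temperature, and luminescence was read.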
# KB-V1 MDR tox = kills drug-selected multidrug resistant KB-V1 cells; KB-V1 MDR cells viability, CellTiter-Glo, 72 h; Potency, µM (titrated, usually from 46.1 µM), for the others: at the highest dose activity change, negative = cytotoxicity, most hits filed as cytotoxic; 3.4% of 400,000 active; AID 1347076; also: potency is read from the fitted curve at half-maximal effect; % is scaled to controls: 0 for no effect and ±100 for the full control effect; nearly all actives have a fitted effect of over 60% in size
#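 Cells of the MDR subline KB-V1 are plated, dosed with compound at multiple concentrations, and incubated 72 h at 37 degrees C; CellTiter-Glo is then added and luminescence read after 10 min.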
# D3 antag = blocks the human D3 dopamine receptor. P35462. D3R cells, DiscoveRx beta-arrestin luminescence, antagonist mode; hits give low values. max response, negative = inhibition, %. 2.5% of 360,000 active. AID 652054; in the data active = max response below about -50%; inconclusive = no clear call, values can overlap the other calls; also: % is scaled to controls: 0 for no effect and ±100 for the full control effect; mostly tested at two doses, the higher about 12 µM
#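 Cells expressing the human receptor were seeded at 1500 cells/well, incubated overnight at 37 degrees C in 5% CO2, then exposed to library compounds with dopamine controls for 90 minutes at 37 degrees C before luminescent detection.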
# SW480 rereplic = DNA re-replication induction in SW480 cells; Potency, µM (doses to about 46.1 µM), for the others: at the highest dose re-replication activation, most hits filed as activators; SW480 DNA re-replication, Hoechst DNA content imaging, 48 h; 1.8% of 340,000 active; also: potency is read from the fitted curve at half-maximal effect; % of control where 0% means no effect; nearly all actives have a fitted effect of over 55% in size
#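 Image-based DNA-content assay: after two days of treatment, nuclei were labelled with the DNA dye Hoechst and imaged, and hits were compounds raising the count of nuclei showing high fluorescence intensity.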
# GLP1R ag = GLP-1 receptor (human) agonism | Potency, µM (doses to about 45.6 µM), without a hit: at the top dose activation, actives largely listed as activators | 0.007% of 380,000 active | P43220 | HEK293 GLP-1R CRE-luciferase, luminescence, 4-6 h; cells express a hypersensitive GLP-1R form; also: potency is read from the fitted curve at half-maximal effect; % of control where 0% means no effect
# Target sequence (P43220 whole entry, looked up): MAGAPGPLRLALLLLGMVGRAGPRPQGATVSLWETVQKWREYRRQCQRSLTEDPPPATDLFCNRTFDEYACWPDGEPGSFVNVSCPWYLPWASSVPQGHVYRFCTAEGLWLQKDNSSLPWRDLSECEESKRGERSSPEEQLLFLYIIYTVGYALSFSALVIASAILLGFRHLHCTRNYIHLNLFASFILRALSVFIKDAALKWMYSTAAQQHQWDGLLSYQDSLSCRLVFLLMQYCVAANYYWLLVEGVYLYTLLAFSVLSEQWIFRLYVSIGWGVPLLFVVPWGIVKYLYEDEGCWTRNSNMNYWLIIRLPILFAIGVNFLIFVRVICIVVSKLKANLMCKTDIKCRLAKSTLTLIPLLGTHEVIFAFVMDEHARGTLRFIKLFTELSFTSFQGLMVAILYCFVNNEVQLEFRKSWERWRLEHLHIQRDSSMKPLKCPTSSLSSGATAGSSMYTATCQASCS
# * marks the source's active call; other numbers are inactive results; i = inactive; u = inconclusive; x = no result given; & = joins results of further samples; [ ] = dose if it differs, or a comment. Unless noted, calls follow the shape of the dose curve; as a rule, active = well fitted curve in the direction sought with a large enough effect; inconclusive = small, poorly fitted or top-dose-only effect, or another doubt; inactive = no such curve, though single readings can be large; an effect the other way counts as inactive or inconclusive.
SMILES	D3 ag	KB-3-1 tox	D3 antag	IL1B secr inh	HT1080 IDH1KD tx	HT1080-NT tox	KB-V1 MDR tox	GLP1R ag	SW480 rereplic
O=C(Nc1ccc2c(c1)OCCO2)C1C(c2ccccc2)=Nc2ccccc2N1C(=O)c1cccnc1 (stereo not drawn)	4	1%	1	-21	-14%	-18%	-8%	x	x
COc1ccc(Oc2nc3c(c(=O)n(C)c(=O)n3C)n2Cc2cccc(OC)c2)cc1	6	6%	35	-8	2%	10%	-7%	0%	-10%
Cc1ccc(S(=O)(=O)N2CCOC2CNC(=O)C(=O)NCc2ccccn2)cc1 (stereo not drawn)	1	8%	-8	25	7%	0%	-17%	-11%	4%
CCC1NC(=O)c2cccnc2-n2c1nc1ccc(F)cc1c2=O (stereo not drawn)	-2	0%	-10	-10	10%	4%	-9%	0%	x
Cn1c(/C(C#N)=C(\O)c2ccc(S(=O)(=O)N3CCCCC3)cc2)nc2ccccc21	4	7%	76	-1	12%	7%	3%	-1%	2%
Cc1ccccc1Nc1n[nH]c(=S)s1	-4	-10%	u	32	-3%	-5%	-1%	-1%	x
O=C(N/N=C/c1c[nH]c2ccc(Br)cc12)c1ccn(Cc2ccc(Cl)cc2Cl)n1	5	-2%	u	u	u	u	0%	-2%	19%
COc1cc(C2SCC(=O)N2CCCN(C)C)cc(OC)c1OC (stereo not drawn)	0	-15%	-4	10	2%	4%	9%	2%	-13%
c1ccc([C@H]2CN3CCSC3=N2)cc1	0&0	0%	19	14	20%	7%	3%	-3%	-9%
CCN(CC(=O)NCc1ccc(Cl)cc1)C(=O)Cc1ccc(OC)cc1	7	0%	1	8	2%	-1%	4%	13%	-7%
COc1cccc(-c2ocnc2C(=O)Nc2ccc(N3CCOCC3)cc2N2CCOCC2)c1	-3	27%	13	-4	20%	u	-24%	6%	-6%
CC(=O)Nc1ccc2c(c1)C(=O)c1cccc(C(=O)O)c1-2	-7	4%	0	11	5%	12%	2%	-3%	-2%
CC(C)(CC(=O)O)CC(=O)NNc1ncccc1C#N	10	12%	-18	19	11%	11%	u	2%	3%
Cc1ccccc1N1C(S)=C(C#N)C(=O)NC1c1cccs1 (stereo not drawn)	-2	14%	-73*	-6	7%	8%	-4%	-3%	-11%
CC(OC(=O)c1ccc2noc(-c3ccccc3)c2c1)C(N)=O (stereo not drawn)	-9	30%	-11	-9	-1%	13%	33%	11%	1%
COc1cc(S(=O)(=O)NCc2ccccn2)c(OC)cc1Cl	11	2%	2	23	-4%	8%	0%	-5%	-2%
CCCc1cc(=O)oc2cc(OCC(=O)Nc3ccc4c(c3)OCCO4)ccc12	-2	-3%	-6	5	1%	10%	6%	-7%	-12%
CCC(C)NC(=O)COc1ccc(S(=O)(=O)N2CCOCC2)cc1 (stereo not drawn)	2	11%	11	10	5%	0%	3%	0%	-1%
CCN1CCCC1CNCc1cccc(OC)c1OCc1ccccc1F (stereo not drawn)	-15	-6%	u	-6	-8%	-1%	-5%	5%	-4%
O=C(Cc1cccc2ccccc12)NN1C(=O)C2C(C1=O)C1C=CC2C12CC2 (stereo not drawn)	-7	4%	6	i	-6%	-1%	u	0%	1%

# Rewritten field by field: entries from further up
CCN(CC(=O)NCc1ccc(Cl)cc1)C(=O)Cc1ccc(OC)cc1
  D3 ag: 7 | KB-3-1 tox: 0% | D3 antag: 1 | IL1B secr inh: 8 | HT1080 IDH1KD tx: 2% | HT1080-NT tox: -1% | KB-V1 MDR tox: 4% | GLP1R ag: 13% | SW480 rereplic: -7%

COc1cccc(-c2ocnc2C(=O)Nc2ccc(N3CCOCC3)cc2N2CCOCC2)c1
  D3 ag: -3 | KB-3-1 tox: 27% | D3 antag: 13 | IL1B secr inh: -4 | HT1080 IDH1KD tx: 20% | HT1080-NT tox: u | KB-V1 MDR tox: -24% | GLP1R ag: 6% | SW480 rereplic: -6%

# Following part:
SMILES	D3 ag	KB-3-1 tox	D3 antag	IL1B secr inh	HT1080 IDH1KD tx	HT1080-NT tox	KB-V1 MDR tox	GLP1R ag	SW480 rereplic
O=C(N/N=C/c1ccc[nH]1)c1cccnc1	5	u	u	4	-1%	13%	12%	-11%	-3%
CCN1c2ccc(S(=O)(=O)N3CCOCC3)cc2N(Cc2ccc(OC)cc2)C1C (stereo not drawn)	0	-12%	10	34	9%	0%	0%	-10%	-4%
COc1cccc(OC)c1C(=O)NNC(=O)c1cccc(COc2ccc3c(c2)CCC3)c1	-2	-18%	-13	-7	-18%	-12%	u	-7%	8%
Cn1c(CN2CCOCC2)nnc1SCc1cccc(F)c1	-1	0%	-5	1	6%	14%	u	3%	-21%
COc1ccccc1OCC(=O)NCC1CCCCC1	-7	-8%	14	7	7%	4%	21µM*	10%	-2%
COc1ccccc1C(=O)NCC(=O)N1CC=C(c2ccccc2)CC1	4	u	1	-10	0%	-9%	16µM*	-1%	-6%
CN(C)C(CNC(=O)C1CCCN(C(=O)c2ccc(Cl)cc2)C1)c1ccco1 (stereo not drawn)	-3	0%	-14	5	3%	9%	-1%	-7%	4%
C=CCNc1ncnc2c1ncn2[C@H]1CN(CCN2CCOCC2)C[C@@H](CO)O1	2	0%	-17	1	12%	u	5%	0%	x
Cc1cccc(NC(=O)/C(C#N)=C/c2ccc(Cl)cc2)n1	0	-2%	12	-2	10%	14%	8%	-5%	2%
O=C(Cn1nc(C(=O)O)c2ccccc2c1=O)Nc1ccccc1C(F)(F)F	-6	-2%	-2	-5	-5%	-11%	-18%	1%	-1%
COc1ccccc1N1CCN(C(=O)c2ccc([N+](=O)[O-])s2)CC1	-6	u	u	-3	15%	3%	u	10%	u
COc1ccc(CCc2nnc(N)s2)cc1OC	1	15%	2	-9	1%	6%	3%	-10%	1%
Cc1ccc(S(=O)(=O)NC2(C(F)(F)F)C(=O)Nc3c2c(=O)n(C)c(=O)n3C)cc1 (stereo not drawn)	-12	-10%	-20	-5	u	2%	1%	9%	-8%
Cc1ccc(Nc2c([N+](=O)[O-])c(=O)oc3ccccc23)cc1C	-14	-6%	-13	-2	u	u	-4%	3%	u
Cc1[nH]c2ccccc2c1C(=O)C(=O)N1CCN(C(=O)c2ccco2)CC1	3	1%	10	15	1%	4%	1%	-1%	2%
COc1ccc(CNC(=O)CCC(=O)c2ccc(C)cc2)cc1OC	4	16%	4	11	12%	-1%	-1%	3%	-19%
CCCN(CCC)C(=O)CSc1nc2ccsc2c(=O)n1NC(=O)c1ccccc1	2	-3%	-12	-8	2%	2%	-5%	2%	-1%
Cn1c(C(=O)O)c(S(=O)(=O)c2ccc(Cl)cc2)c2ccccc21	12	-1%	-20	0	-1%	0%	u	1%	-5%
O=C(N/N=C/c1cccnc1)c1ccc(NC(=O)c2ccc(Cl)cc2)cc1	25	17%	2	14	1%	4%	-1%	0%	-6%
CN1CCCC(OC(=O)c2cc(Br)ccc2Cl)C1 (stereo not drawn)	-7	0%	u	-5	-1%	-23%	9%	0%	-3%[9.22 µM]
Cc1cc(C)c(S(=O)(=O)N2CCN(C(=O)CCn3nc(C)c(C)c3C)CC2)c(C)c1	2	-4%	15	-84*	-9%	-14%	u	7%	0%
Cc1ccc(C)n1-c1cccc(NC(=O)c2ccccc2)c1	-7	17%	3	-30	-26%	-14%	23µM*	2%	u
CN(CC(=O)NCCN1CCCCCC1)S(=O)(=O)c1cccc2nsnc12	-5	1%	-13	-10	11%	-3%	7%	1%	6%
O=C(Nc1ccc(Cl)c(Cl)c1)Nc1ccc(Br)cc1F	3	u	17	u	16µM*	u	u	-21%	x
N=C(N)c1ccc(O)cc1	5	-19%	1	-6	-16%	-16%	u	0%	-3%
COc1ccccc1/C=N/NC(=O)CNC(=O)c1ccc(S(=O)(=O)N(C)C)cc1	-2	5%	-16	3	12%	24%	15%	11%	-25%
Cc1nc2ccccn2c1P(=O)(N1CCCCC1)N1CCCCC1	4	-2%	7	12	15%	0%	u	1%	-6%
CCC(=O)c1ccc(OCC(=O)Nc2ccc(N3CCOCC3)cc2N2CCOCC2)cc1	8	2%	5	-1	22%	12%	-6%	0%	5%
C/C(=N\NC(=O)c1cccnc1)c1ccccc1	0	-1%	1	-5	3%	9%	17%	-6%	-9%
C/C=C(\C)C(=O)NCCN1C2=NC[C@@H](Cc3ccccc3)N2C[C@H]1Cc1ccc(O)cc1	-7	0%	5	7	6%	7%	-5%	5%	-2%
N#CC1(NC(=O)CSc2nnc(C3CC3)n2N)CCCCC1	4	0%	10	21	16%	15%	14%	-2%	x
COc1ccccc1Cc1c(-c2ccc(C#N)cc2)nc2ccc(Br)cn12	-14	-3%	u	-24	-17%	-16%	-9%	-2%	x
O=C(NCCN1C(=O)S/C(=C\c2ccccc2Cl)C1=O)C1=COCCO1	4	u	11	-2	-21%	-17%	u	10%	u
O=S1(=O)N=C2CCCCCN2C(c2ccc(Br)cc2)N1 (stereo not drawn)	0	12%	-5	3	u	26%	11%	8%	6%
Cc1ccc(NC(=O)CN(C)C(=O)c2cccc(Br)c2)cc1	-19	8%	-23	0	-2%	8%	-3%	15%	10%
CCN(c1ccccc1)S(=O)(=O)c1ccc(Oc2ccc([N+](=O)[O-])cc2)nc1	-20	-19%	-16	-14	-19%	-3%	u	-2%	2%
CCc1nn2c(=O)cc(COc3ccc(/C=C(\C#N)C(=O)Nc4ccc(F)cc4)cc3OC)nc2s1	4	4%	x	x	x	x	u	-2%	x
Cc1oc(/N=C/c2ccc(Cl)cc2)c(C#N)c1C	-8	3%	14	2	2%	0%	6%	10%	15%
COc1ccc(OC)c(/C=C/C(=O)Nc2cccc(S(=O)(=O)NC3=NCCCCC3)c2)c1	0	-7%	13	-26	4%	-2%	10%	18%	10%
